M5 ag: agonists of human muscarinic M5 receptor (CHRM5); hit rate 0.19% among 360,000; activation, % at 3 µM; CHO-K1 hM5 cells, Fluo-8 calcium fluorescence; 0% DMSO wells, 100% maximal acetylcholine response;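 active means activation above the run's mean over test compounds plus 3 SD, cut at about 23% in these data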;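 further: signal is peak over basal fluorescence ratio across the kinetic read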
Target sequence (P08912 whole entry, looked up): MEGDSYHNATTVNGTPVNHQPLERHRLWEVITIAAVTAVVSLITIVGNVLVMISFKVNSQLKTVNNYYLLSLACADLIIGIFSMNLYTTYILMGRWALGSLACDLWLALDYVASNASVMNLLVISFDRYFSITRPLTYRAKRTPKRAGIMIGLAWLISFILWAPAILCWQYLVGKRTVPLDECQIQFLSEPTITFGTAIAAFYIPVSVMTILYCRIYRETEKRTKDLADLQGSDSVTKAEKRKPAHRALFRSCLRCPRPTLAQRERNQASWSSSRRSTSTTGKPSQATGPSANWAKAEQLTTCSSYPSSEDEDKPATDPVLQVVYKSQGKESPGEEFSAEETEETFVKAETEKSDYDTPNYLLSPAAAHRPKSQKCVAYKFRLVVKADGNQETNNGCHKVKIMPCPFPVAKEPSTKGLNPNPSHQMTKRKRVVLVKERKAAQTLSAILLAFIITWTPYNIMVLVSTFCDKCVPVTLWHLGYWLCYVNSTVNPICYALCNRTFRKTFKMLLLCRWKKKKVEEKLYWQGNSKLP
CRFR2-BP antag: CRF-BP/CRF-R2 complex antagonism. HEK293 CRF-R2/CRF-BP, CRF-induced calcium fluorescence. inhibition, % at 11.8 µM. hit rate 0.59% among 350,000. AID 588475;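 active means inhibition of the ligand-induced calcium signal above about 50% at the single tested concentration, limit read from the data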
CHRM5 antagonist: CHRM5 antagonism in calcium assay; CHO-hM5 cells, Fluo-8 calcium fluorescence, ACh EC80; inhibition, % at 3 µM; hit rate 0.59% among 360,000; P08912; AID 624040;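 active means inhibition above a per-plate cutoff, the mean of that plate's test compounds plus 3 SD, cut at about 27% in these data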;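 further: 0% = acetylcholine EC80 with DMSO and 100% = DMSO without agonist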
M5 PAM: CHRM5 positive allosteric modulation | P08912 | CHO-K1 hM5, Fluo-8 calcium, ACh EC20 PAM; 0% = ACh EC20, 100% = ACh EC100 | activation, % at 3 µM | hit rate 0.3% among 360,000;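 active means activation above the run cutoff, the mean activation of all test compounds plus 3 SD, cut at about 18% in these data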
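system = human M5 receptor in CHO-K1 cells | compound = one concentration, 3 µM final (nominal) | schedule = Post-acetylcholine fluorescence recording 140 s | signal = Fluo-8 calcium dye fluorescence, kinetic read | benchmarks = low control EC20 acetylcholine (0%), high control EC100 acetylcholine (100%) | repeats = singlicate, one well per test compound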
CRFBP-R2 agonist: CRF-BP/CRF-R2 complex agonism | hit rate 0.46% among 350,000 | HEK293 CRF-R2/CRF-BP, calcium dye fluorescence (FLIPR); percent of saturating CRF peptide response | activation, % at 13.2 µM;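 active means activation of at least 50%, plus an integration ratio under a set limit after plate pattern correction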;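 further: plate controls were neutral control wells without compound for no effect and CRF at EC100 for full effect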
M4 PAM: positive allosteric modulators of human muscarinic M4 receptor; P08173; CHO-K1 hM4/Gqi5, Fluo-8 calcium fluorescence, ACh EC20; 0% = ACh EC20, 100% = maximal ACh; activation, % at 3 µM; hit rate 0.4% among 360,000; AID 624126;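 active means activation above its plate's cutoff, the mean activation of sample wells plus 3 SD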; further: some results filed as inactive read as strong as hits
M4 antag: CHRM4 antagonism in calcium assay; P08173; inhibition, % at 3 µM; hit rate 0.73% among 360,000; CHO-hM4 cells, ACh EC80, Fluo-8 calcium fluorescence;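 active means inhibition above its plate's cutoff, the mean inhibition of sample wells plus 3 SD, cut at about 27% in these data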;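 further: 0% = acetylcholine EC80 with DMSO and 100% = DMSO without agonist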
M4 ag: CHRM4 agonism in calcium assay; P08173; CHO-K1 hM4/Gqi5, Fluo-8 calcium fluorescence; vehicle 0%, full acetylcholine response 100%; activation, % at 3 µM; hit rate 0.14% among 360,000;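 active means activation above the run mean over all test wells plus 3 SD, cut at about 32% in these data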;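 further: peak over basal fluorescence ratio per well then scaled between controls; 0% = DMSO wells and 100% = acetylcholine at EC100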
M1 PAM: potentiates human M1 receptor response to acetylcholine | P11229 | CHO-K1 hM1, Fluo-8 calcium fluorescence, ACh EC20; 0% = ACh EC20, 100% = maximal ACh | activation, % at 3 µM | hit rate 0.088% among 360,000; in the data active means activation above about 19%, passing the limit was not always enough
Target sequence (P11229 whole entry, looked up): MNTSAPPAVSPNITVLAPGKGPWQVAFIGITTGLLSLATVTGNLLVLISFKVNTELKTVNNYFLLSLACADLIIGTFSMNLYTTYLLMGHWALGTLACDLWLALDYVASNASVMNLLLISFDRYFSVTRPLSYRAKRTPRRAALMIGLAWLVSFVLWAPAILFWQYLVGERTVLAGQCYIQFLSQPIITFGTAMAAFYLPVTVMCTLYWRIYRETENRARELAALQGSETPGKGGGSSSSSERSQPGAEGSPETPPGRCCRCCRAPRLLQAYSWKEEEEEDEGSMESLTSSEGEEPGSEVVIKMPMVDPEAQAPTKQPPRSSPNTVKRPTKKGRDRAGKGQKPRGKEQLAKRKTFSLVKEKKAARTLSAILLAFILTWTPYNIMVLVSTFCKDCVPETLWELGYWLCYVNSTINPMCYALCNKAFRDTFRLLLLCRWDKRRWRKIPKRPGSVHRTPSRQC
* hit, by the source's call; / = no result given.

SMILES | M5 ag | CRFR2-BP antag | CHRM5 antagonist | M5 PAM | CRFBP-R2 agonist | M4 PAM | M4 antag | M4 ag | M1 PAM
CC(C)(C)C(=O)Nc1ccc2c(c1)OCCOCCOc1cc(NC(=O)C(C)(C)C)ccc1OCCOCCO2 | 2 | -13 | -18 | 0 | 0.4 | -7 | 1 | 1 | 9
Cc1ccc(Sc2cc(C)nc(-c3ccccn3)n2)cc1 | -1 | 7 | 13 | -9 | -1.1 | -1 | -4 | 1 | 6
COc1ccc2ccccc2c1CNCc1ccc(C)cc1 | 0 | -11 | -2 | -3 | -0.6 | -2 | -4 | 5 | 11
COc1ccc(OC)c(NC(=O)CCNS(=O)(=O)c2ccc3c(c2)oc(=O)n3C)c1 | -1 | 1 | 7 | -3 | -1.0 | 1 | 10 | 1 | 6
COc1cc2nc(CN3CCN(S(=O)(=O)c4cc(C)ccc4C)CC3)[nH]c(=O)c2cc1OC | -1 | 3 | 6 | 2 | -0.1 | 2 | -23 | 2 | 0
CC(C)(C)C(=O)CN1C(=O)C2(OCCO2)c2ccccc21 | 0 | 24 | 10 | -7 | 2.9 | 4 | -20 | 1 | 13
CCN(CC)c1ccc(S(=O)(=O)N2CCOCC2)cc1NC(=O)C1CC1 | 3 | -2 | 9 | -5 | -2.6 | 0 | 2 | 1 | 2
COc1ccc(C)cc1NC(=O)Cc1csc(NC(=O)Nc2ccccc2OC)n1 | 2 | -7 | 1 | -5 | -1.7 | 3 | -22 | 7 | -3
CC[C@]12c3[nH]c4ccccc4c3CCN1C(=O)C(CC(=O)NCCC1=CCCCC1)C[C@@H]2C(=O)N1CCN(C(=O)C2CC2)CC1 (some centres not stated) | 0 | -5 | 12 | -3 | -0.3 | 3 | 3 | 0 | 1
Fc1cccc(/C=N/N=C/c2cccc(F)c2)c1 | -3 | -1 | 5 | -3 | 0.4 | 5 | -2 | 2 | 6
O=C(Nc1ccccc1)N1CCN(c2nc(-c3ccccc3)ns2)CC1 | 4 | -1 | 22 | -20 | 0.9 | -20 | 18 | 16 | -17
O=C(NC1CCCCC1)c1ccc(CN2CCOCC2)cc1 | 1 | -6 | -5 | 4 | 3.5 | 8 | 11 | 0 | 10
Nc1cc(=O)[nH]c(SCC(=O)N2CCCc3ccccc32)n1 | 0 | 4 | 3 | 2 | 0.0 | 5 | 7 | 0 | 4
COc1ccc(N=CC2CCCCC2=O)c([N+](=O)[O-])c1 (configuration not stated) | 4 | 26 | 11 | 6 | -4.0 | 1 | -4 | 0 | 5
CC(OC(=O)c1ccc(Cl)cc1O)C(=O)NCCC1=CCCCC1 (configuration not stated) | -2 | -2 | 5 | 2 | 8.8 | -2 | 11 | 0 | -1
Cc1csc(=O)n1CC(=O)Nc1nc2ccccc2s1 | 5 | 16 | -1 | -4 | 0.6 | 5 | 2 | 1 | 4
COc1cc(C)c(COc2ncnc3ccccc23)cc1OC | 2 | -3 | -3 | -4 | 0.2 | 4 | -19 | 4 | 1
CCc1nnc(NC(=O)CSc2ccc(-c3nc4ccccc4[nH]3)cn2)s1 | 2 | 2 | 8 | -9 | 0.1 | -1 | 1 | 14 | -6
CCOC(=O)c1cnc(-n2cc(C)cn2)nc1Nc1ccccc1OCC | 1 | -20 | 3 | 0 | -0.2 | -2 | 4 | -1 | 8
CC1(C)CC(NC(=O)Cc2ccccc2[N+](=O)[O-])CC(C)(C)N1 | 0 | 8 | 2 | 0 | -1.7 | 0 | 4 | 1 | 6

Looked up above.
CRFBP-R2 agonist, CCN(CC)c1ccc(S(=O)(=O)N2CCOCC2)cc1NC(=O)C1CC1 stands at -2.6
CRFR2-BP antag, O=C(Nc1ccccc1)N1CCN(c2nc(-c3ccccc3)ns2)CC1 stands at -1
M4 ag, Fc1cccc(/C=N/N=C/c2cccc(F)c2)c1 stands at 2
CRFR2-BP antag, CC(C)(C)C(=O)CN1C(=O)C2(OCCO2)c2ccccc21 stands at 24

(more compounds)
SMILES | M5 ag | CRFR2-BP antag | CHRM5 antagonist | M5 PAM | CRFBP-R2 agonist | M4 PAM | M4 antag | M4 ag | M1 PAM
Cc1cc(C)n2c(=O)c3ccc(Cl)cc3nc2c1C#N | -2 | -8 | 7 | 2 | 1.2 | -3 | -6 | 0 | 6
O=C(CN1C(=O)C(=O)N(C2CCCC2)C1=O)Nc1cc(Cl)ccc1[N+](=O)[O-] | 0 | 10 | 1 | 10 | -1.4 | 9 | -3 | 0 | 15
O=C(/C=C/Nc1nccs1)C(F)(F)Cl | -2 | 2 | 1 | 3 | -1.0 | 3 | -7 | 0 | -2
COc1ccc(CNC(=O)C(c2ccncc2)N(C(=O)Cc2cccs2)c2ccccc2C)cc1 (configuration not stated) | 4 | -4 | -3 | -1 | -0.9 | -9 | 1 | -1 | 0
CC(=O)c1sc(NC(=O)CCN2C(=O)c3ccccc3C2=O)nc1C | -2 | -16 | 7 | -4 | -0.3 | -3 | 2 | 3 | 3
CCCCN(CC)C(=O)c1oc2ccc(S(=O)(=O)N3CCCC3)cc2c1C | -3 | 2 | 2 | 0 | -2.3 | -5 | -2 | 8 | -5
Nc1nnc(/C=C/c2cccc([N+](=O)[O-])c2)s1 | 4 | 10 | 2 | 3 | -1.7 | 0 | -12 | 0 | 13
CN(C)c1ccc(C=c2c3ccccc3n3c2c2c([n+]3C)CCCC2)cc1 | -5 | -12 | 2 | 1 | -4.9 | -1 | 11 | 0 | 5
CCCOc1cccc(-c2cc(C(=O)NNC(=S)NCC)c3ccccc3n2)c1 | 4 | -17 | -1 | -17 | -1.8 | -11 | -1 | 18 | -7
O=C(OCC#CCSc1nnc(-c2ccc(Br)cc2)o1)c1ccco1 | -2 | 30 | 0 | -4 | -1.7 | -5 | -4 | 1 | 3
CCCn1cc(CN2CCN(Cc3ccc(C)o3)C(CCO)C2)c(C)n1 (configuration not stated) | -2 | 12 | 1 | -5 | -0.6 | -4 | 0 | 1 | 6
O=C(NCC(c1cccs1)N1CCOCC1)c1cc2ccccc2oc1=O (configuration not stated) | 3 | 6 | 4 | -1 | -0.3 | -3 | 5 | 2 | 4
CCC(C(=O)NCc1ccccn1)n1c2ccccc2c2nc(=O)cc(C)n21 (configuration not stated) | -8 | 6 | 5 | -2 | 0.3 | 3 | -4 | 0 | 7
COc1ccc(NN=Nc2ccc([N+](=O)[O-])cc2)cc1 | 4 | 2 | 6 | 10 | 0.0 | 6 | -1 | 0 | 19
COc1ccccc1CN1CCNC(=O)C1CC(=O)NCCCN1CCCC1=O (configuration not stated) | -3 | 4 | 0 | 3 | -2.1 | 4 | -2 | 0 | 10
COc1ccc(/C=C(\NC(=O)c2ccc(Cl)cc2)C(=O)NCc2cccnc2)cc1OC | -1 | 17 | -3 | -2 | -0.4 | 6 | -4 | 1 | 2
O=C(COc1ccc(F)cc1)N(CC1=CCS(=O)(=O)C1)c1ccccc1 | -4 | 4 | 3 | -7 | -0.4 | 1 | -3 | 1 | 3
O=C(NCCc1ccc(F)cc1)Nc1ccccc1 | 1 | 10 | 5 | -6 | -1.3 | 12 | -24 | 3 | 6
CC(C(=O)NCc1ccccc1)N1C(=O)CN(C)C(=O)c2ccccc21 (configuration not stated) | -1 | 1 | -3 | 4 | -0.2 | 0 | -7 | 1 | 8
Cc1ccc(CNC(=O)c2ccc(N3CCC4(CC3)CC(c3cccc(Br)c3)=NO4)c(NC(=O)c3c(Cl)cccc3Cl)c2)cc1 | 1 | 1 | 15 | -4 | -0.1 | -3 | 4 | 1 | -5
CC(=O)NC(c1ccccc1)c1nc2ccccc2[nH]1 (configuration not stated) | 4 | 1 | -1 | 2 | -1.5 | 6 | -6 | 1 | 9
Cc1cc(NC(=O)c2cnn3c(C(F)F)cc(-c4ccccc4)nc23)no1 | 0 | 16 | 8 | -2 | 0.4 | -3 | 1 | 0 | 6
Cc1cc(NC(=O)/C(C#N)=C/c2ccc(-c3ccc(SC(F)F)cc3)o2)n(-c2ccccc2)n1 | -3 | 34 | -1 | 2 | 31 | 6 | -4 | 1 | 0
COc1cccc(-c2csc(N3CCN(C(=S)Nc4ccccc4C)CC3)n2)c1 | -4 | 6 | 9 | -8 | 0.0 | 1 | -4 | 9 | -1
CCc1nnc(NC(=O)CN2CCN(C3CCCCC3)CC2)s1 | 0 | -7 | -7 | 2 | -2.4 | 5 | -7 | 2 | 6
Cc1cccc(NC2=NC3(CCCCC3)N=C(N)N2)c1 | -8 | 8 | 7 | -2 | -0.5 | -11 | 8 | 1 | -5
CC(=O)Nc1ccc(S(=O)(=O)N(C)CC(=O)Nc2ccc(Br)cc2F)cc1 | 0 | 6 | -11 | -2 | -0.6 | 20 | -8 | 6 | 12
CCCOc1ccc(Cc2c(Cl)nc(SC)nc2NC)cc1 | 1 | 17 | 19 | -11 | 0.6 | -8 | 14 | 4 | -9
COc1ccc(-c2cc3nc(C)c(CCC(=O)NC(C)CCc4ccco4)c(C)n3n2)c(OC)c1 (configuration not stated) | -10 | 12 | -14 | -3 | -0.9 | -1 | -3 | 1 | 1
COc1cc(C(=O)c2ccc3c(c2)OCO3)cc(OC)c1OC | -2 | 8 | 3 | -4 | -4.2 | 5 | -12 | 1 | 9
C[C@H](NC(N)=O)C(=O)N1CCN(S(=O)(=O)c2ccc3ccccc3c2)CC1 | -1 | 4 | -5 | 1 | 0.0 | 4 | -7 | 0 | 15
Cc1cccc(N2CCN(C(=S)c3ccc(-c4ccccc4[N+](=O)[O-])o3)CC2)c1 | 2 | 3 | 4 | -5 | 1.6 | 4 | -6 | 1 | 0
O=C1CN2NC(=S)N(c3ccccc3)C2=CN1c1ccc(Cl)cc1 | -2 | 3 | -8 | 9 | -1.0 | 0 | -2 | 1 | -1
CN=CC1=C(O)C(C(=O)OC)C(C)(C)CC1=O (configuration not stated) | 0 | 10 | -1 | -2 | 0.4 | -3 | 2 | 1 | 4
CNC(=O)C1Cc2c(-c3ccc4c(c3)OCO4)ccnc2O1 (configuration not stated) | 0 | / | -6 | 2 | / | 6 | 4 | 0 | 14
CCOC(=O)c1sc(NC(=S)NC(=O)c2ccccc2Cl)c(C(=O)OCC)c1C | 0 | -27 | -2 | 2 | 2.5 | 2 | -6 | 1 | 15
O=C(CSc1ccccc1)Nc1ccc2c(c1)OCO2 | -5 | 2 | -6 | 9 | -1.2 | -2 | -7 | 1 | 5
CCN1C(=O)N[C@@H](c2cccs2)C(C(C)=O)=C1C | 4 | 0 | 6 | 2 | -0.6 | 8 | 3 | 0 | 8
COCCCNC(=O)c1cc(Cc2ccccc2)sc1N | 4 | / | -14 | 5 | / | 0 | -7 | 3 | /
CCOP(=O)(NC12CC3CC(CC(C3)C1)C2)NC12CC3CC(CC(C3)C1)C2 | -3 | -38 | 16 | -2 | 0.5 | -3 | -2 | 1 | 8
Cc1ccc(C)c(N2CCN(C(=O)C3CCCCN3S(=O)(=O)c3ccc(F)cc3)CC2)c1 (configuration not stated) | -3 | -1 | 9 | -6 | -0.2 | -8 | -3 | -2 | -2
COc1cc(=O)oc(CCC(C)O)c1C (configuration not stated) | 0 | 9 | 15 | -2 | 0.8 | -1 | 0 | 0 | 2
O=C(CNC(=O)c1cccc(F)c1)OCC(=O)N1CCCCC1 | 0 | 3 | -3 | -1 | 0.4 | 2 | -2 | 1 | -7

Two compounds drawn at random from those above:
SMILES | M5 ag | CRFR2-BP antag | CHRM5 antagonist | M5 PAM | CRFBP-R2 agonist | M4 PAM | M4 antag | M4 ag | M1 PAM
Cc1csc(=O)n1CC(=O)Nc1nc2ccccc2s1 | 5 | 16 | -1 | -4 | 0.6 | 5 | 2 | 1 | 4
CCCOc1cccc(-c2cc(C(=O)NNC(=S)NCC)c3ccccc3n2)c1 | 4 | -17 | -1 | -17 | -1.8 | -11 | -1 | 18 | -7
